Compound activity: PubChem BioAssay, several laboratories
HIF-2a inh: blocks HIF-2a reporter activity; 786-0 RCC cells HIF-2a reporter, luciferase luminescence, overnight; inhibition, % at 18.8 µM; 360,000 compounds, 0.72% hits; AID 624352;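 active = inhibition of the luminescence signal of 40% or more relative to plate controls, in a single-dose primary screen at 18.75 µM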
MITF TRPM1 inh: reduces MITF-dependent TRPM1 promoter luciferase signal | 330,000 compounds, 0.83% hits | inhibition, % at 12.5 µM | SK-MEL-5 TRPM1 promoter luciferase, 24 h | AID 488899;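 active = mean inhibition across replicates of 60% or more, whatever share of single replicates reaches that level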; also: values of inactives mirror those of a sister screen read the other way
Peg3 prom inh: reduces Peg3 promoter-driven luciferase expression in HeLa; AID 588405; HeLa PEG-Prom luciferase reporter, luminescence, overnight; 360,000 compounds, 1.7% hits; inhibition, % at 20 µM;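 active = inhibition of at least 50% at 20 µM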
HTR2A ag: agonists of mouse serotonin 5-HT2A receptor (HTR2A); P35363; CHO-K1 mHTR2A beta-arrestin complementation, luminescence; percent of 30 µM serotonin response; activation, % at 7.6 µM; 360,000 compounds, 0.66% hits; AID 624169;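 active = activation above a run cutoff, the mean activation of all tested compounds plus 3 SD, cut at about 14% in these data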;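 also: 0% = plate median of compound wells and 100% = 30 µM serotonin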
NR2E3 ag-1: activates human NR2E3 receptor; CHO-S Gal4-NCOR/VP16-NR2E3 two-hybrid, luciferase; inhibition of corepressor binding, % at 3.98 µM; 360,000 compounds, 0.35% hits; AID 602229;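 active = inhibition above the mean of all tested compounds plus 3 SD, cut at about 70% in these data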;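 also: 0% = DMSO with NR2E3 transfected cells and 100% = cells lacking NR2E3 construct; higher means lower luciferase signal from less NR2E3 corepressor binding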
Target sequence (Q9Y5X4 whole entry, looked up, the tested form may be a part): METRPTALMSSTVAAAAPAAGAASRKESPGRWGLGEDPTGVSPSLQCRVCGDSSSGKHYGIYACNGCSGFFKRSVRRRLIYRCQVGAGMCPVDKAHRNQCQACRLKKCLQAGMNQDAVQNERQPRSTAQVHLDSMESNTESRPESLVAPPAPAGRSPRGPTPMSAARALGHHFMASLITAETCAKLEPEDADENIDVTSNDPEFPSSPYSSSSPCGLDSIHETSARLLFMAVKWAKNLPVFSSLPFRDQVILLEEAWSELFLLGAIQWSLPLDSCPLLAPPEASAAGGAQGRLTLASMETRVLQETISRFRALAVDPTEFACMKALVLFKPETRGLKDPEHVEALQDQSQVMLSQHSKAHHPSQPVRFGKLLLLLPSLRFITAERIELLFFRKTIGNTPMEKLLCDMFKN
H9c2 protect: myocardial damage modulation in H9c2 cells; AID 588492; 360,000 compounds, 0.63% hits; protection from H2O2 cell death, % at 20 µM; H9c2 cardiomyocytes, H2O2 injury protection, ATPLite, 2 h;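 active = compounds giving at least 50% protection of heart cells from peroxide-induced death in the single-dose screen, raw or plate-pattern-corrected value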;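 also: 0% = DMSO wells with peroxide and 100% = DMSO wells without peroxide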
Shn3 3UTR inh: Schnurri-3 reporter inhibition in Clone20 osteoblasts; Clone20 osteoblast Shn3 3'UTR firefly luciferase, 24 h; inhibition, % at 12.5 µM; 360,000 compounds, 0.52% hits;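 active = mean inhibition of at least 75% with every replicate also reaching 75%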;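 also: 0% = median of neutral control wells and 100% = pilot-screen positive control compound; some compounds past the cut are filed as inactive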
PDI turbidity: PDI (human) enzyme inhibition; PDI insulin aggregation turbidity, A650, 90 min; 350,000 compounds, 0.052% hits; inhibition, % at 10 µM; P07237; AID 588391;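 active = mean inhibition across replicates of 30% or more, whatever share of single replicates reach that level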;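 also: absorbance from insulin aggregation driven by PDI reduction with DTT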
Target sequence (P07237 whole entry, looked up): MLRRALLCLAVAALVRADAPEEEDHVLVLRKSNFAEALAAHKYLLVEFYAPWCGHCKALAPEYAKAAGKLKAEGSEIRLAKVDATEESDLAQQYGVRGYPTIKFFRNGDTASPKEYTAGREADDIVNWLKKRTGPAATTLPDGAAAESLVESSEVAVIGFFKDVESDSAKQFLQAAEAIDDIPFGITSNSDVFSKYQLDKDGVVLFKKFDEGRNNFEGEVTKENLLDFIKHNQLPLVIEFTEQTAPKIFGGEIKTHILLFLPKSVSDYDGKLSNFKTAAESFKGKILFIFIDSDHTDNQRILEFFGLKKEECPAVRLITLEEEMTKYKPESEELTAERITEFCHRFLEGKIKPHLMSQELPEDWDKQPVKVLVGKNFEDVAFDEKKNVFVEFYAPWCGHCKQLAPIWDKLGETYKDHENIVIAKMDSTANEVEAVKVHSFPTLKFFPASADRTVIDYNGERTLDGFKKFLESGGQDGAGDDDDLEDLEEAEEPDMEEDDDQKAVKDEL
hiPSC survival: increases survival of single human iPS cells. AID 602274. 360,000 compounds, 0.044% hits. survival enhancement, % at 20 µM. hiPSC single-cell survival, ATPlite luminescence; 100% = ROCK inhibitor wells, 0% = DMSO; in the data active = survival enhancement above about 18%;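 also: cells exposed to compounds for 16 hours before the ATP read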
CaV13 ICDI inh: Disruptors of the CACNA1D IQ motif to Ca2+-dependent inactivation inhibitor domain association, primary screening, Förster resonance energy transfer in intact living …. 340,000 compounds, 0.098% hits. AID 743397. HEK cells, CFP/YFP FRET ICDI-IQ, plate reader, 10 min; percent FRET-ratio fall versus neutral wells. inhibition, % at 12.3 µM;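 active = mean replicate inhibition of at least 30% and at least 1% of replicates passing that level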;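 also: 0% = median of the neutral control wells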
NR2E3 ag-2: activates human photoreceptor nuclear receptor NR2E3; GST-NR2E3/biotin-RetCOR TR-FRET, 1536-well; inhibition of corepressor binding, % at 4.78 µM; 320,000 compounds, 0.12% hits; AID 2300;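 active = percent inhibition above the cutoff of mean plus 3 SD of all tested compounds, set per screening campaign, cut at about 20% in these data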;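 also: 0% = DMSO wells and 100% = biotin wells as full block of FRET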
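Test system – NR2E3–RetCOR corepressor complex · Quantity – NR2E3 fusion 1.35 nM · Buffer or medium – Tris pH 7.5 · Incubation – Compound–protein incubation for 5 h at 4 °C · Technique – TR-FRET, Eu(K)-anti-GST donor, streptavidin-D2 acceptor, ex 340, em 617/671 nm · Evaluation – percent inhibition of 671/617 nm emission ratio versus biotin and DMSO controls · Plate – 1536-well format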
* hit, by the source's call; x = not tested or not shown.

SMILES	HIF-2a inh	MITF TRPM1 inh	Peg3 prom inh	HTR2A ag	NR2E3 ag-1	H9c2 protect	Shn3 3UTR inh	PDI turbidity	hiPSC survival	CaV13 ICDI inh	NR2E3 ag-2
Cc1ccc2c(Cl)cc(Cl)c(O)c2n1	6.2	72.9*	46.4	-3.8	9.3	23.0	66.0	-5.2	0.1	-8.1	x
CCOc1ccc(NC(=NCc2ccc3c(c2)OCO3)SC2CC(=O)N(c3ccc(C(=O)O)cc3)C2=O)cc1 (stereo unspecified)	24.2	-4.3	-12.1	2.1	-9.4	8.8	-5.7	-5.9	-0.1	-2.6	-1.8
O=C(Nc1ccccc1Oc1ccccc1)c1cccs1	5.1	-4.9	21.1	-3.5	-40.4	2.9	-8.7	-0.9	-0.5	-2.9	-1.6
Cc1cc(OC(C)C(=O)NCCc2c[nH]c3ccccc23)c2c(C)cc(=O)oc2c1 (stereo unspecified)	11.3	-3.0	8.5	-3.8	-19.4	0.0	-19.2	x	-4.1	x	-1.5
c1coc(-c2nc(-c3ccco3)c(-c3ccco3)nc2-c2ccco2)c1	3.6	7.3	22.7	3.4	-2.2	-5.5	-12.0	11.4	-0.2	-1.9	41.7*
CCNc1nc(NCC)n2c(SCC(=O)Nc3ccccc3C(F)(F)F)nnc2n1	12.8	-2.6	4.9	-1.9	-15.0	-1.9	1.9	0.4	-0.3	-7.7	-1.4
CCCCN(C(=O)CNC(=O)c1ccco1)C(C(=O)NC1CCCCC1)c1cccnc1 (stereo unspecified)	-5.8	0.3	-26.5	2.8	-19.4	6.8	5.5	-6.3	1.3	-2.1	-2.5
O=C(COc1ccc(F)cc1)Nc1ccc2c(c1)OCCO2	-223.6	-60.4	-323.8	0.7	1.4	-10.4	-120.0	-11.4	-0.3	-3.1	2.4
CC(C)C(=O)N(Cc1cc(=O)[nH]c2ccccc12)c1ccccc1	26.5	-11.7	19.0	-0.2	15.7	-4.6	-3.4	-5.7	-2.3	-7.7	2.9
CCCNC(=O)COc1cccc(C(=O)NCc2ccccc2)c1	6.5	14.4	19.2	2.5	-24.1	5.6	-18.6	-4.4	1.7	0.0	2.2
COc1ccc(C)cc1NC(=O)c1ccc(-c2ccc(C(C)=O)cc2)o1	-24.7	-5.8	13.8	-2.1	-7.4	17.6	5.6	-2.7	-0.5	x	5.0
COCCN=C1OC(=O)N2C(=O)C3=C4[C@@H](C[C@H]5C(=O)N(c6ccccc6)C(=O)[C@H]5[C@H]4[C@@]12Cc1ccccc1)[C@H]1C(=O)N(c2ccccc2)C(=O)[C@H]1[C@H]3C	2.7	-6.2	8.2	4.0	-12.3	10.5	0.5	3.4	-0.8	-8.7	2.7
COc1ccc(C(=O)Nc2ccc(NC(=O)Cc3ccccc3)cn2)cc1	0.0	8.1	-15.2	2.5	-34.6	8.6	9.9	1.4	-0.6	-7.0	-0.1
COc1ccccc1CC(=O)Nc1ccc2c(C)cc(=O)oc2c1	-9.6	-1.7	-13.4	1.9	-38.7	0.2	9.6	-6.0	-0.3	-5.8	2.0
COc1cc(CNc2ccc(N3CCOCC3)cc2)cc(Br)c1OC	7.5	10.3	14.8	3.9	-2.6	-6.3	34.7	5.3	0.7	-5.5	-0.5
CC(Sc1ccccn1)C(=O)Nc1ccc2c(c1)OCO2 (stereo unspecified)	-66.9	x	-66.9	-1.2	-27.1	4.2	43.4	3.0	-0.3	-3.3	4.0
Cc1cccc2c1OCC/C2=N\NC(=O)COc1ccccc1	-191.2	-64.3	-231.2	-3.0	-71.9	-6.5	-17.2	-2.1	0.4	-7.1	-0.1
CC1(C(=O)NS(=O)(=O)C2CC2)CCCN(C(=O)COCc2ccccc2)C1 (stereo unspecified)	5.5	x	4.2	6.5	-28.0	5.4	-1.8	18.0	0.7	-4.6	x
COc1ccc(/C=N/Nc2ccc([N+](=O)[O-])cc2)cc1Cn1cc([N+](=O)[O-])cn1	-6.5	-12.1	5.4	-6.2	-29.7	-14.6	20.0	6.6	-0.9	-6.0	2.1
Clc1ccccc1-c1nc(-c2cccnc2)no1	-143.9	-1.5	-170.3	-1.2	-136.1	-12.5	-60.2	-7.4	-1.2	x	-0.9
N#Cc1ccccc1COC(=O)CCN=C1NS(=O)(=O)c2ccccc21	-2.4	0.4	-6.5	7.1	17.7	-3.3	2.5	0.8	-0.2	-5.4	x
N#CCSc1ccccc1NC(=O)CN1C(=O)C(=O)N(Cc2ccccc2)C1=O	7.2	0.5	-0.2	4.3	-26.4	8.6	0.9	2.1	2.2	-5.0	x
CCn1c(SCC(=O)Nc2cc(C)c(Cl)cc2OC)nnc1-c1ccco1	-26.7	4.7	7.9	3.7	-0.8	-5.1	-2.3	12.6	0.2	x	3.8
O=C(NC1CCCC1)C(c1ccc(F)cc1)N(C(=O)c1csnn1)C1CCCC1 (stereo unspecified)	7.8	-6.0	7.4	2.2	-22.2	-2.2	2.7	4.4	-0.4	-3.7	2.6
O=c1c2ccccc2nc2sc(Nc3cccc(Cl)c3)nn12	-77.0	-37.7	-46.8	0.7	-27.9	-7.6	-22.9	4.7	-1.0	-12.7	1.1
CCn1cc(C(=O)N(C)Cc2ccc(OC(F)F)cc2)c(=O)c2ccc(C)nc21	16.3	6.1	24.2	0.7	10.7	-6.0	0.8	-4.1	-0.2	-21.4	-2.4
COc1ccc(NC(=O)CSc2nc3ccncc3[nH]2)c(OC)c1	-1.2	4.8	-14.1	4.4	5.4	-10.1	23.1	-3.4	-0.4	-2.1	-3.9
O=C(Nc1nc2ccccc2[nH]1)C1CCCO1 (stereo unspecified)	-124.9	-63.0	-147.8	4.0	-62.6	-2.8	-23.8	6.1	-0.4	-8.6	3.4
Cc1cc(C(=O)Cn2nnc(-c3ccc(Cl)cc3)n2)c(C)n1CC1CCCO1 (stereo unspecified)	-63.5	-0.2	13.9	-1.4	29.5	-21.6	8.2	12.8	1.9	x	1.9
COc1ccccc1N1CCN(C(=O)Cn2ncc3c([nH]c4ccccc43)c2=O)CC1	14.2	-4.9	6.8	-2.9	-6.1	0.8	12.1	-0.5	-0.4	-7.1	1.3
Cn1c2c(c(=O)n(C)c1=O)CN(Cc1ccco1)CN2	6.4	1.0	24.6	5.0	-15.8	6.1	-6.3	4.6	-1.3	x	3.5
CC(C)CN(C(=O)COC(=O)CCc1nc2ccccc2s1)c1c(N)n(Cc2ccccc2)c(=O)[nH]c1=O	20.5	6.0	9.2	3.8	-9.0	-2.4	-7.7	-6.0	-0.2	-7.1	2.0
O=C(CSc1nc2ccccc2o1)Nc1ccccc1N1CCOCC1	3.2	-8.8	2.1	1.7	-23.1	-17.2	3.1	-5.2	-3.0	2.2	0.2
COc1cccc(-c2nc(CS(=O)(=O)CC(=O)Nc3ccccc3Cl)c(C)o2)c1	11.4	13.1	5.8	-1.7	-1.8	-5.0	14.6	0.1	0.4	-4.4	-2.5
CCOCCCNC(=O)CCc1ccc(S(=O)(=O)Nc2ccc(C)cc2)cc1	19.6	3.3	9.8	-2.7	6.7	-3.6	29.1	-5.7	0.3	-3.1	-0.3
NC(=O)CC[C@H](NC(=O)c1ccc(F)cc1)C(=O)OCC(=O)Nc1c(F)c(F)c(F)c(F)c1F	2.5	-3.9	0.0	-2.4	-5.1	1.4	6.1	-4.7	1.1	-4.2	-1.9

The last two entries of the part before are carried over, then new ones follow:
SMILES	HIF-2a inh	MITF TRPM1 inh	Peg3 prom inh	HTR2A ag	NR2E3 ag-1	H9c2 protect	Shn3 3UTR inh	PDI turbidity	hiPSC survival	CaV13 ICDI inh	NR2E3 ag-2
CCOCCCNC(=O)CCc1ccc(S(=O)(=O)Nc2ccc(C)cc2)cc1	19.6	3.3	9.8	-2.7	6.7	-3.6	29.1	-5.7	0.3	-3.1	-0.3
NC(=O)CC[C@H](NC(=O)c1ccc(F)cc1)C(=O)OCC(=O)Nc1c(F)c(F)c(F)c(F)c1F	2.5	-3.9	0.0	-2.4	-5.1	1.4	6.1	-4.7	1.1	-4.2	-1.9
CN(C)C(CNC(=O)c1cccc(S(=O)(=O)N2CCN(c3ccc(F)cc3)CC2)c1)c1ccccc1 (stereo unspecified)	8.9	31.6	-0.8	-11.9	45.9	-15.0	79.8	5.5	-0.4	-5.1	x
CC1=NNC(=O)C1C(c1ccccc1)C(C#N)C#N (stereo unspecified)	2.8	3.9	-4.9	7.3	-8.5	7.9	-2.1	2.4	-2.3	-7.3	0.7
COc1cccc(/C=N/Nc2ccc(C(=O)O)cc2)c1O	94.6*	105.3*	101.4*	-0.1	31.6	1.6	92.3*	0.2	-1.9	-4.9	-5.2
CCCSCCCNC(=O)Cn1nc(CC)n2c(cc3c(OC)cccc32)c1=O	20.8	x	54.0*	-7.4	-34.5	3.2	0.0	5.0	-0.3	-3.9	-0.6
O=C(NCc1ccccc1F)C1CCCN1C(=O)NCc1ccccc1 (stereo unspecified)	8.6	5.7	8.5	-1.2	1.7	-5.4	-8.3	10.1	-2.6	-3.9	-1.1
O=C1NC(=S)SC1=C1CCCCCC1	-4.0	0.9	-7.0	-4.4	-22.6	-7.3	9.6	-1.1	-2.0	x	1.4
CCOC(=O)N1CCC(NC(=O)CS(=O)Cc2nc(-c3ccc(C)cc3)oc2C)CC1 (stereo unspecified)	-0.1	24.5	11.2	-3.5	0.6	-2.7	8.2	-2.3	0.3	-16.5	-0.1
CCOC(=O)c1c(C)[nH]c(C(=O)COC(=O)c2c(CC)noc2C)c1C	-62.8	-6.4	-33.9	-5.8	-25.6	-2.5	11.1	-1.8	-0.5	-4.3	x
O=C(/C=C/c1ccco1)Nc1nc(-c2ccccn2)cs1	-133.8	-0.2	-154.9	-1.5	-15.7	50.2*	-24.2	5.0	1.1	-9.4	3.7
Cc1cc(N/N=C/c2ccc(O)cc2O)nc(-c2ccccc2O)n1	-190.4	5.7	67.5*	2.2	-38.8	17.6	20.4	-4.8	-1.9	x	0.2
COc1ccccc1NC(=O)c1cc2c(CO)cnc(C)c2oc1=Nc1ccc(OC)c(OC)c1	1.0	14.2	56.3*	-3.5	7.0	21.0	18.6	-4.9	0.7	-17.6	3.9
CCN(c1ccccc1C)S(=O)(=O)c1cc2c3c(c1)CCC(=O)N3CCC2	10.4	-8.9	7.0	-5.6	-18.6	6.9	-2.1	-8.3	-0.5	-5.5	2.4
COCCNC(=S)N1CCN(C(c2ccccc2)c2ccccc2)CC1	18.5	-1.1	8.6	1.4	-11.9	-1.6	-13.2	1.8	0.1	-6.2	x
COc1ccc(NC(=O)CCN2C(=O)c3ccc([N+](=O)[O-])cc3C2=O)c(OC)c1	10.7	1.1	-12.7	3.1	-13.3	3.2	-21.8	-7.1	0.3	-4.8	-0.4
